VHR inh color: VHR1 phosphatase inhibitors, primary screen, biochemical, colorimetric, HTS; inhibition, % at 20 µM; 0.7% of 50,000 active; AID 1992, 2009; recombinant VHR phosphatase, colorimetric substrate read-out; in the data active means inhibition above about 60%; further: some results filed as inactive read as strong as hits
Target sequence (P51452 whole entry, looked up): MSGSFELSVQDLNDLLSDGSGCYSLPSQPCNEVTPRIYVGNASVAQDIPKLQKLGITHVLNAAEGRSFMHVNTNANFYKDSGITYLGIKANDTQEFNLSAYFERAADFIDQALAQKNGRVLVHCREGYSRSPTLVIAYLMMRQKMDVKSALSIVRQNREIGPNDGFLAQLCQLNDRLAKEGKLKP
The depositor's hits bear a star. A portion of the library; count on the stated rates, not on these rows.

SMILES | VHR inh color
O=C(O)c1ccc(-c2c(Cl)cc([N+](=O)[O-])cc2Cl)o1 | 3
O=[N+]([O-])c1ccc(/C=N\Nc2ccccc2[N+](=O)[O-])o1 | -8
CCOc1ccc(C(=O)Nc2cccc(-c3nc4cc(CC)ccc4o3)c2)cc1[N+](=O)[O-] | -1
Cc1ccc(OCC(=O)Nc2cccnc2)cc1C | -8
O=C(COc1ccc([N+](=O)[O-])cc1)Nc1ccccn1 | -29
Cc1ccc(N2C(=O)NC(=O)/C(=C/c3cccc(C(F)(F)F)c3)C2=O)cc1 | -5
CC1(C)CC2(C=CC(=O)C=C2)C(SCc2ccccc2)=N1 | -8
O=C(NCCCc1ccccc1)C1(c2ccccc2)CCCC1 | -12
CN(C)CCCNC(=O)c1ccc2sc3cc(=O)c(N)cc-3nc2c1 | -36
S=C(Nc1ccccc1)Nc1ccc(Cl)cc1 | -65

Next section (3 carried over from the part before).
SMILES | VHR inh color
O=C(NCCCc1ccccc1)C1(c2ccccc2)CCCC1 | -12
CN(C)CCCNC(=O)c1ccc2sc3cc(=O)c(N)cc-3nc2c1 | -36
S=C(Nc1ccccc1)Nc1ccc(Cl)cc1 | -65
O=C(COc1ccc2ccccc2c1)N1CCN(Cc2ccccc2C(F)(F)F)CC1 | 61
CC(=O)CC(=O)Nc1cccc(Br)c1 | -21
O=C(NCCCNC(=O)c1cccc(F)c1)c1cccc(F)c1 | -19
CCOC(=O)c1c(NC(=O)c2cc(OC)cc(OC)c2)sc(C)c1CC | -2
CCOC(=O)C1=C(C)NC2=C(C(=O)c3ccccc32)C1c1ccc(OCc2ccccc2)cc1 (stereo not drawn) | -11
O=c1c2ccccc2nc2n1CCCN2 | -5
O=C(C(Sc1ccccc1)c1ccccc1)N1CCN(c2ccc(F)cc2)CC1 (stereo not drawn) | -1
CC(=O)Oc1cc(C(=O)Nc2ccccc2C(=O)O)cc(C(=O)Nc2ccccc2C(=O)O)c1 | -11
O=C1c2ccc(-c3nc4ccccc4o3)cc2C(=O)N1c1cccc(-c2nc3ccccc3o2)c1 | -5
COc1ccc(/C=C2/NC(=S)NC2=O)cc1OCc1ccc(Cl)cc1Cl | 5
CCOc1cccc(=O)c2c(C)[nH]c(C)c12 | 75*
O=C(NCC1CCCO1)c1ccc(Cl)c(Cl)c1 (stereo not drawn) | -36
CCOc1cccc(C2C(C(=O)Nc3ccccc3OC)=C(C)NC3=C2C(=O)CCC3)c1 (stereo not drawn) | -4
O=C(COc1ccc(Cl)cc1)NNC(=O)Cc1cccc2ccccc12 | -48
CCOc1ccc(C(=O)Nc2ccc3c4c(cccc24)CC3)cc1[N+](=O)[O-] | 0
CCCC(=O)Nc1cccc(-c2nc3ccccc3s2)c1 | -2
CCCCNC(=O)c1ccc(N2CCCCC2)c([N+](=O)[O-])c1 | -14
COc1cc(/C=C2\SC(=S)N(C)C2=O)ccc1OC(=O)c1ccc(Cl)cc1 | 7
O=C(Nc1ccccc1C(=O)NCc1ccco1)c1ccco1 | 3
CCOC(=O)N1CCN(C(=O)Nc2ccc3nc4c5ccccc5c5ccccc5c4nc3c2)CC1 | 69

The closing 2 compounds of the section before open the next one.
SMILES | VHR inh color
O=C(Nc1ccccc1C(=O)NCc1ccco1)c1ccco1 | 3
CCOC(=O)N1CCN(C(=O)Nc2ccc3nc4c5ccccc5c5ccccc5c4nc3c2)CC1 | 69
COc1cc(/C=N/Nc2ncc(C)c(=O)[nH]2)cc(OC)c1O | -28
O=C(Nc1cccc2ccccc12)/C(=C\c1cccc([N+](=O)[O-])c1)NC(=O)c1cccs1 | 3
CC(=O)c1cccc(NC(=O)c2ccc(Br)c(S(=O)(=O)N3CCCCC3)c2)c1 | -1
COc1ccc(-c2nnc(-c3cccc(C)c3)o2)cc1 | -15
CCP(=O)(CC)C(C)(C)CP(=O)(c1ccccc1)c1ccccc1 | 4
Cc1cc(C)c(S(=O)(=O)Nc2ccc(C(C)C)cc2)c(C)c1 | -19
CCOC(=O)CCc1c(C)nc2cc(-c3ccc(Br)cc3)[nH]n2c1=O | -5
CCn1c2c(c3cc(OCC(C)C)ccc31)CCCC2=O | -3
CCOC(=O)c1c2c(n(Cc3ccccc3)c1C)C(=O)C(=O)c1ccc(Br)cc1-2 | -2
CCOC(=O)C1CCN(S(=O)(=O)c2ccc(NC(C)=O)cc2)CC1 | 4

Brought forward from above: 4 compounds; new compounds follow.
SMILES | VHR inh color
CCOC(=O)CCc1c(C)nc2cc(-c3ccc(Br)cc3)[nH]n2c1=O | -5
CCn1c2c(c3cc(OCC(C)C)ccc31)CCCC2=O | -3
CCOC(=O)c1c2c(n(Cc3ccccc3)c1C)C(=O)C(=O)c1ccc(Br)cc1-2 | -2
CCOC(=O)C1CCN(S(=O)(=O)c2ccc(NC(C)=O)cc2)CC1 | 4
CN(C)CCNC(=O)c1ccc(I)cc1 | 15
O=C1/C(=C\c2ccccc2)SC(=S)N1c1cccc(C(F)(F)F)c1 | -24
Cc1ccc(S(=O)(=O)N2CCOCC2)cc1C | -24
CC1CC2(C)CC(C)C1(COC(=O)Nc1ccccc1)CO2 (stereo not drawn) | 8
COc1ccc(C(=O)NNC(=O)c2cccc(C)c2O)cc1OC | -44
O=C1c2ccccc2NC(c2ccccc2F)N1c1ccccc1 (stereo not drawn) | 10
Cc1ccc(/C=N/n2nnnc2N)cc1 | 4
CC1CCN(CCOCCOc2cc(Cl)ccc2Cl)CC1 | -2
CC(Oc1ccccc1)C(=O)Nc1cc(Cl)c(Cl)cc1Cl (stereo not drawn) | -9
O=C1OCC(Cn2c3ccccc3c3ccccc32)O1 (stereo not drawn) | 10
Cc1ccccc1-c1n[nH]c(=S)n1C | 6
O=C(C[n+]1ccc(NC(=O)c2ccccc2)cc1)c1ccccc1 | -5
NC(CC(=O)OC1CCCCC1)C(=O)OC1CCCCC1 (stereo not drawn) | 3
CC1=CCC(/C=N\Nc2nnc3c(n2)[nH]c2ccccc23)CC1 (stereo not drawn) | -21
CN1C(=O)/C(=N/OC(=O)c2ccc(Cl)cc2)c2ccccc21 | -17
O=C(O)/C=C\C(=O)Nc1ccc(C(=O)c2ccccc2)cc1 | -14
N#Cc1cnc(N)c(C#N)c1Nc1ccccc1 | -13
C=C(C)CSc1nnc2n(-c3ccc(OC)cc3)c(=O)c3c4c(sc3n12)CCCC4 | 5
Cc1c(NC(=O)c2cc3nc(-c4ccc(Cl)cc4)cc(C(F)(F)F)n3n2)c(=O)n(-c2ccccc2)n1C | 2
CCc1c(C)nc2ccc(C)cc2c1SCC(=O)O | -11

Some of the entries so far, as tab-separated lines:
compound	VHR inh color
O=C1c2ccc(-c3nc4ccccc4o3)cc2C(=O)N1c1cccc(-c2nc3ccccc3o2)c1	-5
COc1ccc(/C=C2/NC(=S)NC2=O)cc1OCc1ccc(Cl)cc1Cl	5
CCOc1cccc(=O)c2c(C)[nH]c(C)c12	75*
O=C(NCC1CCCO1)c1ccc(Cl)c(Cl)c1 (stereo not drawn)	-36
CCOc1cccc(C2C(C(=O)Nc3ccccc3OC)=C(C)NC3=C2C(=O)CCC3)c1 (stereo not drawn)	-4

Further records follow:
SMILES | VHR inh color
CCCOP(=O)(OCCC)C(Nc1ccc(Cl)cc1)c1ccc(Br)cc1 (stereo not drawn) | -16
O=C(Nc1ccccc1)Nc1cccc(Cl)c1Cl | -12
COC(=O)c1ccccc1-c1ccc(/C=C2/SC(=S)NC2=O)o1 | 59
COc1ccccc1CC(=O)Nc1cccc(F)c1 | -28
Cc1nn(-c2ccccc2)c(C)c1Sc1ccc(Cl)cc1 | -1
CCOc1ccccc1N(CC(=O)Nc1ccccc1)S(=O)(=O)c1ccccc1 | -7
COc1cc2c(cc1OC)C(c1ccc(C)o1)SC(c1ccc(C)o1)=N2 (stereo not drawn) | -6
Cc1c(Cl)c([N+](=O)[O-])nn1CC(=O)Nc1ccc(S(N)(=O)=O)cc1 | -3
C#CCN1C(=O)C(=O)c2cc(Br)ccc21 | 18
C/C(=N\NC(=O)c1cc(C2CC2)[nH]n1)c1ccc2ccccc2c1 | 4
O=C(Nc1ccccc1C(=O)Nc1ccccc1Cl)c1ccco1 | -1
O=C(/C=C/c1cccc(NC(=O)c2ccc([N+](=O)[O-])cc2)c1)c1ccccc1 | 6
Cc1ccc(C(=O)N/C(=C/c2cccs2)c2nc3ccccc3[nH]2)cc1 | 9
CCOC(=O)c1c(NC(=O)c2ccc(F)cc2)sc(C(=O)Nc2cc(C(F)(F)F)ccc2Cl)c1C | -8
CC1S/C(=N/N=C/c2ccccc2Cl)NC1=O (stereo not drawn) | -19
COc1cc(NC(=O)COc2ccc(C(C)(C)C)cc2)c(C(=O)O)cc1OC | -2
CCN(CC)c1nc(C)cc(COC)c1C#N | -8
Brc1ccc(-c2nc(-c3ccccc3)nc(-c3ccccc3)n2)cc1 | -4
Cc1ccccc1NC(=O)C(=O)NCCc1ccccc1 | -11
O=C(NC1(Cc2ccc(O)cc2)CCCCC1)c1ccccc1 | 0
CN(C)c1ccc(NC(=O)c2cc(Cl)ccc2Cl)cc1 | -9
O=C(CSc1ccc(C(=O)O)cc1)Nc1ccccc1 | -36
COCCOC(=O)c1c(C)oc2ccc(OCc3ccccc3Cl)cc12 | -15
O=C(N=Nc1c(O)n(CN2CCOCC2)c2ccccc12)c1ccncc1 | -16
COc1ccc(Cl)cc1NC(=O)c1ccc(C(=O)Nc2cc(Cl)ccc2OC)cc1 | -20
Cn1c(=O)c2c(ncn2CC(=O)Nc2nc3ccccc3s2)n(C)c1=O | 15
CC1(C)CC(NC(=O)c2cccc(Br)c2)CC(C)(C)N1 | 21
CN1CCN(C(=O)c2ccccc2NC(=O)c2cccs2)CC1 | -12
COc1cc(/C=C2\SC(=N)N(c3ccc4c(c3)OCO4)C2=O)ccc1OCC(=O)O | 11
O=C(Nc1ncccc1Cl)C1CCCO1 (stereo not drawn) | -14
CCCOc1cccc(-c2nnc(NC(=O)Nc3cccc(Cl)c3)s2)c1 | -27
COc1cccc(-c2nc(-c3cccnc3)no2)c1 | -10
O=C(O)CCSc1nc2ccccc2n1Cc1ccccc1 | -9
CCc1ccc(-c2nc(-c3cccnc3)no2)cc1 | 9
N#Cc1c(/N=C/c2c[nH]c3ccccc23)sc2c1CCCC2 | 3
N/C(=N\c1nc2ccccc2o1)NC(=O)c1ccc(F)cc1 | 4
CC1(C)CC(=O)c2nc(NC(=O)CSC(=O)c3ccccc3)sc2C1 | -3
CCOc1cc(OCC)cc(C(=O)Nc2ccc(-c3nc4ncccc4o3)cc2)c1 | 9
CCOc1cccc(=[O+]CC)c2c(C)oc(C)c12 | 48
Cc1ccc(S(=O)(=O)N2CCCCC2)cc1[N+](=O)[O-] | 6
O=C(N/C(=C/c1cccc(Br)c1)c1nc2ccccc2[nH]1)c1ccccc1 | -8
O=C(NC1CCCCC1)C1CC2c3ccccc3C1c1ccccc12 (stereo not drawn) | 11
O=C1ON=C(c2ccccc2)/C1=C\c1cccc(O)c1 | 27
CN(N)c1nc(N2CCCCC2)nc(N2CCCCC2)n1 | -14
Cc1cccc(N2C(=O)NC(=O)/C(=C/c3ccc(Cl)c(Cl)c3)C2=O)c1 | 27
C1=CC2CC1CC2CN1CCN(Cc2cccnc2)CC1 (stereo not drawn) | 12
CCOC(=O)c1sc(NC(=O)CN2CCCCC2)c(C(=O)OCC)c1C | 4
C/C(=N\N1CCN(Cc2ccc(Cl)cc2)CC1)c1ccccc1O | -15
COCCCNC(=O)c1ccc(Cl)c([N+](=O)[O-])c1 | -9
CCOc1ccccc1NC(=O)c1c(NC(=O)C(C)(C)C)sc2c1CCCC2 | 0

Other records follow.
SMILES | VHR inh color
CC(C)CCNC(=O)/C=C/c1ccc([N+](=O)[O-])cc1 | -5
COc1ccc(N2C(=O)NC(=O)/C(=C/c3ccc(-c4cccc(Cl)c4)o3)C2=O)cc1 | 6
COc1cc(C(=O)N/C(=C/c2ccc(Br)cc2)C(=O)NC(C)C(=O)O)cc(OC)c1OC (stereo not drawn) | -18
O=C(/C=C/c1ccco1)Nc1ccccc1[N+](=O)[O-] | 4
COC(=O)C1=C(C(=O)OC)SC2(S1)C(C(=O)OC)=C(C(=O)OC)SC1=C2c2cccc(OC)c2NC1(C)C | 1
COc1ccc2oc(-c3ccccc3)c(C(=O)Nc3nccs3)c2c1 | -24
COc1cccc(C2NC(=O)NC(C)=C2C(=O)OCCOc2ccccc2)c1OC (stereo not drawn) | -26
O=C(CSc1nc2ccc([N+](=O)[O-])cc2s1)NC(c1ccccc1)c1ccccc1 | 3
CCOC(=O)c1c(C)oc2cc(Br)c(OCc3ccc([N+](=O)[O-])cc3)cc12 | -2
COc1cc(/C=N/NC(=O)c2cccnc2)cc2c1OCO2 | -93
C/C(=N\NC(=O)c1cc(C(C)(C)C)[nH]n1)c1ccc(Br)cc1 | -3
CS(=O)(=O)N(CC(=O)N1CCOCC1)c1ccc(Cl)cc1 | -3
Cc1ccc(OCC(=O)O/N=C(\N)c2ccc(Cl)cc2)c(Br)c1 | 8
COc1cccc2cc(C(=O)Nc3sc4c(c3C#N)CCCC4)c(=O)oc12 | 2
O=C(Nc1ccc(Br)cc1)c1nn2c(c1Cl)NC(c1ccccc1)CC2C(F)(F)F (stereo not drawn) | -16
CCn1c2ccccc2c2cc(NC(=O)Cc3ccc(Cl)cc3)ccc21 | 23
CCOc1ccc(NC(=O)C(=O)N/N=C/c2cccs2)cc1 | -10
COc1ccc(-c2nc3cc(NC(=O)c4ccc5c(c4)OCCO5)ccc3o2)cc1Br | 2
Cc1cc(OCC(=O)Nc2cc(-c3nc4ccccc4o3)ccc2C)ccc1Cl | -2
CCOc1ccc(NC(=O)CN(c2cccc(OC)c2)S(=O)(=O)c2ccccc2)cc1 | -11
CCc1ccc(N2CC(C(=O)NC)CC2=O)cc1 (stereo not drawn) | -6
O=C(c1ccccc1Br)N1CCN(c2ccc(Cl)cc2[N+](=O)[O-])CC1 | -7
COc1ccc(N(CC(=O)Nc2c(C)n(C)n(-c3ccccc3)c2=O)S(=O)(=O)c2ccc(C)cc2)cc1 | -6
COc1ccc(-c2nnc(NC(=O)c3ccco3)s2)cc1OC | -8
Cn1cnc2c1c(=O)n(Cc1ccc(Br)cc1)c(=O)n2C | 1

Compound activity (PubChem BioAssay)
